Screens: PubChem, National Center for Advancing Translational Sciences (NCATS)
GRP78 ERSR act: inducers of ER stress response in human glioma cells; U87-MG GRP78 promoter luciferase reporter, 16 h; AID 602332; Potency, µM, inactives show at the top dose activation, most hits filed as activators; actives 0.02% (n = 420,000); also: potency is read from the fitted curve at half-maximal effect; series mostly up to about 76 µM; % of control where 0% means no effect; nearly all actives have a fitted effect of over 35% in size
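Stably transfected U87-MG human glioma cells carrying a GRP78-based luminescent sensor were seeded at 1000 cells/well, pin-dosed with compounds and incubated 16 h. Luciferase reagent was then added, and end-point luminescence was read after 10 min at room temperature.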
TrxR1 substrate: is turned over as a substrate by rat TrxR1. O89049. purified TrxR1 substrate turnover, NADPH consumption readout. Potency, µM (highest dose often 114 µM), for inactives: at the highest dose activity change, negative = substrate turnover. actives 0.01% (n = 390,000). AID 588456; also: potency is read from the fitted curve at half-maximal effect; % is scaled to controls: 0 for no effect and ±100 for the full control effect; nearly all actives have a fitted effect of over 50% in size
Target sequence (O89049 whole entry, looked up): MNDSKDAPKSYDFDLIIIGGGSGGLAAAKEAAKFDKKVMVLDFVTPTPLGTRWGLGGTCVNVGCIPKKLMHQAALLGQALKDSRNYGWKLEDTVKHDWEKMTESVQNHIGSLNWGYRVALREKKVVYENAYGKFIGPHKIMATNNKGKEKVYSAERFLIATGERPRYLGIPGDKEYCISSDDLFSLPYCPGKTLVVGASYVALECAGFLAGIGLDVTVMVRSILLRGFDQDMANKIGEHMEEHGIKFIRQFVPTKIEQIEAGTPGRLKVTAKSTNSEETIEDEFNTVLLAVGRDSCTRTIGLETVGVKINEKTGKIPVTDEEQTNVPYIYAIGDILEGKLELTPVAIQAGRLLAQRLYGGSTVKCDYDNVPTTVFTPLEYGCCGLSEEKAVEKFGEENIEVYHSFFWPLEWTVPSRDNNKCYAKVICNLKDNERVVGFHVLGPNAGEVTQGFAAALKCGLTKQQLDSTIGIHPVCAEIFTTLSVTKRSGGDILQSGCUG
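Rat TrxR1, dispensed at 90 nM, was prereduced with 400 uM NADPH (final) for 5 min at ~22 deg C, then incubated with compound 15 min before 400 uM selenite. A first-read NADPH fluorescence drop versus no-compound background flagged substrates.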
mIDH1 inhibitor: blocks human mutant IDH1 R132H enzyme | Potency, µM (titrated, usually from 76.6 µM), inactives show at the top dose activity change, negative = inhibition, most hits filed as inhibitors | IDH1-R132H enzyme, NADPH consumption, diaphorase/resazurin fluorescence | actives 0.093% (n = 390,000) | O75874; also: potency is read from the fitted curve at half-maximal effect; % is scaled to controls: 0 for no effect and ±100 for the full control effect; nearly all actives have a fitted effect of over 65% in size
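IDH1-R132H (0.5 ug/mL) preincubated 30 min with compound, then NADPH (0.016 mM) and alpha-KG (2 mM) added; 80 min at RT, pH 7.5. Remaining NADPH coupled via diaphorase/resazurin to fluorescence (540/590 nm); concentration-response curves normalized to no-enzyme control.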
Vif-APOBEC3F blk: blocks the Vif interaction with APOBEC3F | HeLa A3F-eYFP + Vif (tagged APOBEC3F with the HIV-1 protein that degrades it), YFP fluorescence increase | Potency, µM (highest dose often 46.1 µM), without a hit: at the top dose activity, negative = active | actives 0.2% (n = 390,000) | AID 602313; also: potency is read from the fitted curve at half-maximal effect; % of control where 0% means no effect; nearly all actives have a fitted effect of over 65% in size
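HeLa cells stably expressing Vif plus C-terminally eYFP-tagged A3F were seeded, incubated overnight at 37 deg C, dosed with compound, incubated overnight again at 37 deg C. Yellow fluorescence (Ex 488/Em 500-530) reported blocked Vif-mediated A3F-eYFP degradation.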
LDHA inh: LDHA (human) enzyme inhibition; AID 1347041; activity change, % (values are at about 110 or 230 µM); purified LDHA, NADH/diaphorase-resazurin fluorescence; active compounds read low; actives 0.15% (n = 480,000); in the data active = activity change below about -30%; inconclusive = mostly about -25% to -30%;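 also: plate controls were DMSO wells for no effect and wells without enzyme for full effect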
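LDH5 2 nM; NADH 0.06 mM, pyruvate 0.2 mM; 200 mM Tris pH 7.4, EDTA, Tween-20; 5 min RT. Detection: diaphorase 0.133 mg/mL + resazurin 37 µM, fluorescence ex540/em590 at 0 and 20 min; normalized to enzyme-free and DMSO wells.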
USP1 inh: inhibitors of human USP1/UAF1 deubiquitinase | actives 0.23% (n = 390,000) | O94782 | recombinant USP1/UAF1, Ub-Rhodamine cleavage fluorescence | AID 743255 | Potency, µM (titrated, usually from 57.1 µM), without a hit: at the highest dose activity change, negative = inhibition, usual class: inhibitors; also: potency is read from the fitted curve at half-maximal effect; % is scaled to controls: 0 for no effect and ±100 for the full control effect; nearly all actives have a fitted effect of over 60% in size; inactives centre near -12
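1 nM enzyme complex + cpd, 15 min RT; start with Ub-Rho 150nM final; kinetic fluorescence ex 480/em 540, 6 reads q60 s. Buffer 50mM HEPES pH 7.8, 0.5mM EDTA, 0.1 mg/ml BSA, 1mM TCEP, 0.01% Tween-20.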
RGS4 inhibitor: inhibitors of human regulator of G protein signaling 4; P49798; Transcreener GDP fluorescence polarization, RGS4-accelerated GTP hydrolysis; Potency, µM (series often up to 114 µM), for the others: at the top dose activity change, negative = inhibition, most hits filed as inhibitors; actives 0.039% (n = 390,000); also: potency is read from the fitted curve at half-maximal effect; % is scaled to controls: 0 for no effect and ±100 for the full control effect; nearly all actives have a fitted effect of over 75% in size; some results filed as inactive show a strong effect at the top dose
Target sequence (P49798 whole entry, looked up): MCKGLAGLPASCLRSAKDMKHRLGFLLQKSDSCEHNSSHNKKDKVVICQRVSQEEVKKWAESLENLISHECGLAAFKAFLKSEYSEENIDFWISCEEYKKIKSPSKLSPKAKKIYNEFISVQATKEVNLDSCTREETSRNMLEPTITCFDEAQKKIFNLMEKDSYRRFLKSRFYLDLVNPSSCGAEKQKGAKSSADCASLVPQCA
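MLSMR compounds (23 nl, pin-transferred) preincubated 10 min at room temperature with a 500nM (2x) first reagent, then RGS4 at 900nM (2x) plus Transcreener GDP mix added; fluorescence polarization (620/688 nm) read before and after 90 min at 30 °C.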
Vif-APOBEC3G blk: blocks the Vif interaction with human APOBEC3G; actives 0.076% (n = 410,000); Potency, µM (doses to about 46.1 µM), without a hit: at the highest dose activity, negative = active, hits mostly inhibitors; Q9HC16; HeLa A3G-eYFP + Vif (tagged APOBEC3G with the HIV-1 protein that degrades it), YFP fluorescence, overnight;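 also: potency is read from the fitted curve at half-maximal effect; % is scaled to controls: 0 for no effect and ±100 for the full control effect; nearly all actives have a fitted effect of over 60% in size; hits raise eYFP signal because A3G escapes Vif-driven loss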
Target sequence (Q9HC16 whole entry, looked up): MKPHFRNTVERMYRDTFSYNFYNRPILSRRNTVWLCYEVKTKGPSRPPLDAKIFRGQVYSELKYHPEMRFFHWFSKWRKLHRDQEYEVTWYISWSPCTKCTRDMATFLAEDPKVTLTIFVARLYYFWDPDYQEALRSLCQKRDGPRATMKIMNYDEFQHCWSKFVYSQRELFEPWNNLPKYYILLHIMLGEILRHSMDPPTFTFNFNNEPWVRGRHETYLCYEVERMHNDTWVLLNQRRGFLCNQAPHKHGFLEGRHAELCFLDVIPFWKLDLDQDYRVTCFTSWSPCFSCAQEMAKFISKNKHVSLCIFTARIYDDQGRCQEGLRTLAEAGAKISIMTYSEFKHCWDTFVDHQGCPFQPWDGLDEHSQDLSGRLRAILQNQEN
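HeLa cells stably expressing Vif and C-terminally eYFP-tagged A3G, seeded overnight at 37 deg C, then exposed to compound by pintool overnight at 37 deg C. Rise in yellow fluorescence (Ex 488/Em 500-530, Acumen) marks blocked Vif-driven A3G degradation.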
rTrxR1 inhibitor: inhibitors of rat thioredoxin reductase 1; O89049; recombinant rTrxR1, NADPH fluorescence consumption, selenite substrate; Potency, µM (doses to about 114 µM), for inactives: at the top dose activity change, negative = inhibition, actives largely listed as inhibitors; actives 1% (n = 390,000); AID 588453; also: potency is read from the fitted curve at half-maximal effect; % is scaled to controls: 0 for no effect and ±100 for the full control effect; nearly all actives have a fitted effect of over 65% in size
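Rat TrxR1 (90 nM in the dispensed reagent) was pre-reduced with 400 uM NADPH for 5 min at room temperature, then incubated with compound for 15 min. After 400 uM selenite was added, NADPH fluorescence (Ex 340/Em 450 nm) was followed for 8 min.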
Starred values were filed as active, the others as inactive; ? = inconclusive; & = joins results of further samples; [ ] = another dose, or the depositor's remark. Unless noted, calls follow the shape of the dose curve; as a rule, active = well fitted curve in the direction sought with a large enough effect; inconclusive = small, poorly fitted or top-dose-only effect, or another doubt; inactive = no such curve, though single readings can be large; an effect the other way counts as inactive or inconclusive.

SMILES	GRP78 ERSR act	TrxR1 substrate	mIDH1 inhibitor	Vif-APOBEC3F blk	LDHA inh	USP1 inh	RGS4 inhibitor	Vif-APOBEC3G blk	rTrxR1 inhibitor
CCOc1ccc(CCNC(=O)c2cc([N+](=O)[O-])ccc2N2CCOCC2)cc1OCC	-2%	-10%	10%	6%	8	-15%	-36%	3%	-11%
CC(C)OC(=O)CSc1nc2c(cc1C#N)CCCCC2	-1%	-1%	1%	1%	0	-2%	27%	0%	10%
CN1C(=O)C(C)(C)c2cc(S(=O)(=O)N3CCN(c4ccc(F)cc4)CC3)ccc21	-2%	-4%	6%	1%	-1	-17%	8%	-7%	9%
Cc1cccc(NC(=O)CC(C)S(=O)(=O)c2ccc3c(c2)NC(=O)CO3)c1C (stereo unspecified)	-2%	5%	-7%	-3%	-2	-23%	-1%	-1%	25%
CN(C)c1ccc(C2N(c3ccc(Cl)cc3)C(=O)C3CCCN32)cc1 (stereo unspecified)	-2%	9%[57.1 µM]	3%	-1%	-11	-10%	-8%	0%	-16%[57.1 µM]
Nc1cc(F)ccc1N1CCCCCC1	-4%	9%	8%	-1%	10	-18%	-7%	17%	13%
O=C(CSc1nnc2ccc(-c3ccncc3)nn12)Nc1ccc(F)cc1	-3%	0%	12%	0%	-9	-9%	-13%	-4%	-2%
CCOc1ccc(NC(=O)CSc2nc(=O)n(CCN3CCOCC3)c3c2CCCC3)cc1	-2%	2%	-5%	0%	-4	-5%	9%	5%	6%
N#Cc1c(-c2ccc3c(c2)OCO3)csc1N	5%	4%[57.1 µM]	5%	-7%	3	-6%	22%	1%	32%[57.1 µM]
CSc1ccccc1C(=O)N1CCCC(CCC(=O)NCc2ccc(F)c(F)c2)C1 (stereo unspecified)	-2%	0%	5%	-6%	5	-6%	-36%	-1%	3%
O=C(COC(=O)Cn1cnc2ccccc2c1=O)Nc1ccccc1Sc1ccc(Cl)cc1	-4%	-11%	14%	-8%	-3	-24%	-25%	0%	-13%
O=C(O)c1cc(=O)cc(C(=O)O)[nH]1	-1%&-4%	9%[57.1 µM]	8%	-1%	-5	3%	4%[56.9 µM]	3%	20%[57.1 µM]
COc1cc(NC(=O)c2ccc([N+](=O)[O-])o2)ccc1NC(=O)c1cccs1	5%	-22%	7%	5%	2	-5%	3%	?	-55%
Cc1ccccc1C(=O)NC1CC2CCC(C1)N2Cc1ccccc1 (stereo unspecified)	-5%	-4%[57.1 µM]	0%	-19%	-20	-13%	4%	5%	-3%[57.1 µM]
CCOC(=O)c1sc(NC(=O)Cn2nnc3sc4c(c3c2=O)CCC(C(C)(C)C)C4)nc1C (stereo unspecified)	-3%	-19%[57.1 µM]	5%	-7%	3	-18%	-37%	1%	13%[57.1 µM]
Cc1cccc(-n2nnnc2SCC(=O)Nc2cccc(S(N)(=O)=O)c2)c1	-3%	-6%	-7%	0%	-1	-8%	11%	0%	11%
Cc1ccc(C(=O)NCCN2C3=NC[C@@H](Cc4ccccc4)N3C[C@H]2Cc2ccc(O)cc2)cc1Br	-5%	10%	10%	1%	0	-21%	-10%	4%	34%
COc1cc(-c2noc(C)c2C(=O)NCCc2c[nH]c3ccccc23)cc(OC)c1OC	2%&-1%	-7%&-2%	3%	-9%	1	0%	-4%	-12%&-3%	-12%&11%
CCOc1ccc(NC(=O)CN(C)C(=O)CCC2CCCCC2)cc1OCC	-3%	-8%	1%	-5%	-8	-10%	-12%	-4%	-4%
COc1cc2oc3ccccc3c2cc1N(CC(=O)N(C)C)S(=O)(=O)c1ccccc1	-5%	-3%[57.1 µM]	4%	-9%	-2	-25%	-22%	-19%	7%[57.1 µM]
CCCC(C(=O)NCc1ccco1)N(Cc1ccco1)C(=O)CNS(=O)(=O)c1ccccc1 (stereo unspecified)	-7%	2%[57.1 µM]	-3%	7%	-1	-17%	-19%	1%	-1%[57.1 µM]
COc1cc(NC(=O)NCC2CCN(Cc3ccc(C)cc3)CC2)cc(OC)c1OC	-4%&-2%	-3%[57.1 µM]	3%&2%	-2%&-2%	3&0	-14%&-11%	-18%&-12%	1%&1%	27%[57.1 µM]
CC(C)c1ccc(OCC(O)CN2CCN(c3ccc(F)cc3)CC2)cc1 (stereo unspecified)	-6%	-6%	-4%	-14%	-9	43%[activator]	15%	3%	-6%
O=C(COC(=O)CSc1ccc2ccccc2c1)NCc1ccc2c(c1)OCO2	-3%	-10%	7%	-6%	-5	-13%	-20%	0%	-1%
C=C(C(=O)Oc1c(C(C)(C)C)cccc1C(C)(C)C)c1ccccc1	0%	?	13%	-4%	10	-24%	1%	-2%	-19%
CC(=O)Nc1cccc2c1Cc1ccccc1-2	4%	5%	-2%	7%	-4	-18%	-22%	0%	9%
Cc1cc(F)ccc1NCC(=O)Nc1ccccc1Br	2%	-5%	3%	-18%	3	-4%	3%	-9%	3%
C[N+](C)(C)CCNC(=O)c1c(O)c2c([nH]c1=O)CCCC2	-2%	11%	2%	6%	0	0%	-19%	0%	7%
CC1=C(C(=O)Nc2ccccc2C)C(c2cccnc2)n2nc(CCCO)nc2N1 (stereo unspecified)	2%	10%[57.1 µM]	5%	1%	-2	-3%	-2%	-1%	19%[57.1 µM]
O=C(C1CCN(S(=O)(=O)c2ccc(Cl)c(C(F)(F)F)c2)CC1)N1CCC1	-2%	-4%	-8%	-3%	-9	-18%	12%	-6%	4%
COc1cccc(CNC(=O)C2CCN(S(=O)(=O)N3CCC4(CC3)OCCO4)CC2)c1	0%	-1%	-3%	9%	-4	0%	26%	0%	11%
Cc1ccccc1-n1c(O)c(/C=N/N2CCCCC2c2cccnc2)c(=O)[nH]c1=O (stereo unspecified)	-4%	-3%	-4%	-5%	1	-7%	4%[11.4 µM]	-4%	-6%
COC(=O)/C=C1/S/C(=N/N=C/c2ccco2)NC1=O	-3%	-17%	3%	2%	-5	-14%	-8%	0%	0%[57.1 µM]
O=C1Nc2cccnc2N(C(=O)CCl)c2ccccc21	-8%	-5%	-12%	4%	-9	-14%	-3%	-24%	13µM*
COc1ccc(C)cc1NC(=O)C1CC(=O)N(CCc2ccccc2)C1 (stereo unspecified)	1%	2%	-8%	9%	-1	-3%	27%	-1%	32%
COC(=O)c1cc(S(=O)(=O)N2CCN(c3ccc(F)cc3)CC2)c[nH]1	-4%	-1%	2%	-2%	-1	-21%	-12%	2%	5%
CS(=O)(=O)N1CCC(Oc2ccccc2C(=O)NCCCc2cccnc2)CC1	-4%	-3%	-6%	1%	3	-9%	10%	7%	5%
Cc1ccc(C)c(N2CCN(C(=O)COc3cc(=O)n(C)c4ccccc34)CC2)c1	-3%	-2%	20%	-11%	2	-26%	-11%	4%	-11%
O=C(NCc1ccc(F)cc1)c1ccc(Nc2nc3ccccc3n3nnnc23)cc1	-1%	82%[activator]	-1%	?	-9	-3%	30%	1%	79%[activator]
CCCOC(=O)c1ccc(Nc2c(C(=O)OCC)cnc3c(C)cc(Cl)cc23)cc1	-4%	12%	13%	-4%	-1	-20%	-12%	8%	21%
CCOc1ccc(Cc2noc3c2C(=O)CCC3)cc1OCC	-4%	4%[57.1 µM]	-5%	6%	-4	-3%	22%	-2%	17%[57.1 µM]
O=C(c1ccc(OC2CCN(CCc3ccccc3)CC2)cc1)N1CCCC(CCCO)C1 (stereo unspecified)	1%	-2%	-2%	-1%	-20	-9%	32%	6%	2%
O=C1CC2(CCN(C(=O)c3ccc(F)c(F)c3)CC2)Oc2ccccc21	-2%	3%[57.1 µM]	-2%	2%	-1	-19%	-10%	1%	0%[57.1 µM]
O=C(Cn1cnc2sc(-c3ccccc3)cc2c1=O)NCc1ccccc1	-3%	16%	5%	-7%	-22	-9%	-20%	?	32%
CNCC(O)c1ccc(OC(=O)C(C)(C)C)c(OC(=O)C(C)(C)C)c1 (stereo unspecified)	12%	-1%	-7%	3%	-1	2%	16%	-1%	11%
O=C(NCC(=O)N(c1cccnc1)C(C(=O)NC1CCCC1)c1ccccc1)c1ccco1 (stereo unspecified)	-4%	7%[57.1 µM]	-14%	-7%	-9	-6%	12%	-6%	13%[57.1 µM]
O=C(O)c1ccc(NS(=O)(=O)c2ccc3c(c2)C2C=CCC2C(c2ccccc2F)N3)cc1 (stereo unspecified)	-4%	-2%[57.1 µM]	-19%	5%	27	-24%	?	-11%	-15%[57.1 µM]
COc1ccc(OCc2nnc(SCC(N)=O)n2N)cc1	-3%	8%	-2%	?	-4	-9%	6%	4%	18%
O=C(Cc1ccc(Cl)cc1)N/N=C/c1ccccc1	3%	-3%	1%	-1%	-11	-9%	43%	2%	23%

The list is partial (hit frequency here may not be typical).
